Screening results as filed in PubChem BioAssay.
UGM FP inh: Mtb UDP-galactopyranose mutase inhibition; P9WIQ1; purified UGM, fluorescence polarization probe displacement; inhibition, % at 10 µM; 0.06% of 320,000 active; AID 504406; in the data active = inhibition above about 10%, passing the limit was not always enough
Target sequence (P9WIQ1 whole entry, looked up): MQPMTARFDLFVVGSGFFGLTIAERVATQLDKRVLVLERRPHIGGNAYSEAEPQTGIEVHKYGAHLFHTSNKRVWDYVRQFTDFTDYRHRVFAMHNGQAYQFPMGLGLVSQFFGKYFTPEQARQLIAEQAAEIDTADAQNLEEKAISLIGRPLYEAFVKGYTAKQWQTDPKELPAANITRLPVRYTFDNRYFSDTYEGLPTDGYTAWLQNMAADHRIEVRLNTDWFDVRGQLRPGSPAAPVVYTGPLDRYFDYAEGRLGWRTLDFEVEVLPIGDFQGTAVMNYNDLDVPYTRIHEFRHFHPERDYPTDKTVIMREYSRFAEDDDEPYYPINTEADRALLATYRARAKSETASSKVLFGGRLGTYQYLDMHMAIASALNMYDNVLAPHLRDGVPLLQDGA
Yp Topo-I inh: blocks Yersinia pestis topoisomerase I activity; Y. pestis Topo-I cleavage product accumulation, plate reader; activity, % at 10 µM; 0.064% of 360,000 active; AID 504884; in the data active = activity above about 50%, passing the limit was not always enough; also: inactives centre near 2
Mtb FBA inh: Mtb fructose-bisphosphate aldolase inhibition | P9WQA3 | purified M. tuberculosis FBA, fluorescence read-out | inhibition, % at 1 µM | 2.3% of 360,000 active | AID 588726; in the data active = inhibition above about 27%;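 also: 0% = vehicle and 100% = reference inhibitor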
Target sequence (P9WQA3 whole entry, looked up): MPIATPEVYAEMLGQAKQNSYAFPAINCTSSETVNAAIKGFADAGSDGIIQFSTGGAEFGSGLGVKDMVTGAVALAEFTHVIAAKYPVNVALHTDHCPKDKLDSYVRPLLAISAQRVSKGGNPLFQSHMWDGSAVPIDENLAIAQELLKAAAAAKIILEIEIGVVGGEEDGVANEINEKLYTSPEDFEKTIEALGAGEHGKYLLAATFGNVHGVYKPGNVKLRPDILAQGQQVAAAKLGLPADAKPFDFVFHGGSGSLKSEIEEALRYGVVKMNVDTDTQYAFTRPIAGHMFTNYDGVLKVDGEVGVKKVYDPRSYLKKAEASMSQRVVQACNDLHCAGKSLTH
FadD28 binding: inhibitors of Mycobacterium tuberculosis FadD28 bisubstrate binding. FadD28 bisubstrate probe binding, fluorescence polarization. inhibition, % at 12.5 µM. 0.22% of 360,000 active; in the data active = inhibition above about 8.5%, passing the limit was not always enough
GDH-TPI inh: GDH-TPI coupled enzyme inhibition counter-screen; AID 588335; GDH-TPI coupled enzyme counterscreen, NADH absorbance; inhibition, % at 4.8 µM; 1.2% of 360,000 active; in the data active = inhibition above about 30%;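 also: 0% = DMSO wells and 100% = wells lacking the enzyme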
Mtb BioA inh: BioA (M. tuberculosis) enzyme inhibition | purified M. tuberculosis BioA enzyme, plate reader | inhibition, % at 9.99 µM | 0.096% of 360,000 active | AID 602481; in the data active = inhibition above about 40%
PfHsp40 rescue: rescue of PfHsp40-mediated yeast toxicity; 0.68% of 340,000 active; S. cerevisiae expressing PfHsp40, growth rescue, ATP luminescence; growth rescue, % at 12.5 µM; in the data active = growth rescue above about 28%, passing the limit was not always enough;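 also: yeast W303a lacking pdr1 and pdr3 grown in galactose medium; growth measured after three days at 30 °C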
TcdB inh: inhibitors of Clostridioides difficile toxin B glycohydrolase | P18177 | TcdB glycohydrolase enzymatic assay, plate reader | inhibition, % at 9.99 µM | 0.24% of 350,000 active | AID 652162; in the data active = inhibition above about 10%
Vc quorum ag: quorum light induction in luxS cqsA deficient V. cholerae. V. cholerae BH1578 lux reporter, luminescence, 6 h. activation, % at 18.7 µM. 0.16% of 350,000 active; in the data active = activation mostly above about 9.7%, no sharp cut-off; also: not every result past the cut was called active; inactives centre near 0; reference of the scale not given here
* marks the source's active call; other numbers are inactive results; i = inactive; . = no result given; + = active, no number.

SMILES,UGM FP inh,Yp Topo-I inh,Mtb FBA inh,FadD28 binding,GDH-TPI inh,Mtb BioA inh,PfHsp40 rescue,TcdB inh,Vc quorum ag
N#CC(C#N)=Cc1ccc(NC(=O)c2ccc(Br)cc2)cc1,1.3,0.7,0.0,-0.3,26.2,-2.2,-1.8,1.8,-0.4
CC(C)c1ccc(S(=O)(=O)N2CCN(C(=O)c3cccc(F)c3)CC2)cc1,1.0,26.7,-1.7,-5.2,4.1,0.6,1.7,.,-0.8
COc1ccc(CN2CCN(C(=O)CCC(=O)Nc3nnc(C(F)(F)F)s3)CC2)cc1F,-0.7,0.6,0.8,-1.1,7.4,2.5,-0.9,2.7,-0.4
CN1C(=O)c2ccc(N3CCCC3)cc2C1=O,0.0,-0.3,-1.9,0.3,12.9,-2.2,0.0,.,i
O=C(COC(=O)c1ccccc1Br)Nc1cccnc1Cl,1.3,5.5,1.2,-2.1,1.8,0.5,-1.3,1.0,-1.7
CC(=O)c1cnc(Nc2cccc(C)c2)s1,3.2,1.9,3.1,-2.4,20.1,.,-0.1,1.2,-0.4
COC(=O)C1=C(C(=O)c2ccccc2)C(c2ccc(OC)c(OC)c2)Nc2nnnn21 (centres undefined),-0.6,-0.5,-2.2,-3.7,15.8,-0.7,-0.7,.,6.7
COc1ccc(-c2cc(C(=O)Nc3ccc(F)cc3F)no2)cc1,1.6,-3.1,-3.4,-0.5,1.0,-1.0,-2.7,0.1,0.8
C/C(=N\Nc1ccccn1)c1ccc(Br)s1,-1.2,-11.7,-0.2,-1.1,37.9*,0.1,.,1.6,i
COc1ccc(CCNC(=O)CNC(=O)N2CC(=O)Nc3ccccc32)cc1OC,.,0.2,1.1,-3.9,-10.6,0.9,.,-1.8,i
COc1ccc(S(=O)(=O)N2CCN(C(=O)c3ccc(=O)[nH]n3)CC2)cc1OC,.,-8.2,1.5,-3.1,-1.4,.,.,2.7,-0.7
COc1ccnc(Oc2ccc(F)cc2)c1C(=O)N/C=N/OCc1ccccc1,0.7,-1.6,1.0,0.2,10.4,.,1.3,0.3,-0.1
Cc1cc(C)c(Cn2c(=O)[nH][nH]c2=O)cc1Cn1c(=O)[nH][nH]c1=O,.,0.4,-2.2,-2.5,4.0,-1.1,.,1.4,1.0
COc1ccc(/C=C2/SC(=O)N(CC(O)Cn3c4ccccc4c4ccccc43)C2=O)cc1 (centres undefined),-2.6,0.7,-5.6,-3.6,5.5,.,1.4,.,-5.9
Cc1cccc(N(CC(=O)NC(C)(C)C)C(=O)CS(=O)CC(=O)Nc2ccc(F)cc2)c1 (centres undefined),1.1,4.4,-0.3,-2.4,-5.7,.,-0.6,0.4,i

Next entries follow.
SMILES,UGM FP inh,Yp Topo-I inh,Mtb FBA inh,FadD28 binding,GDH-TPI inh,Mtb BioA inh,PfHsp40 rescue,TcdB inh,Vc quorum ag
O=C(CNCCCO)Nc1cc(C(F)(F)F)cc(NC(=O)CNCCCO)c1Cl,0.5,-3.3,1.8,-0.7,0.0,.,-1.1,0.8,-0.1
O=C(O)c1ccc(CNCc2ccccc2F)cc1,-0.3,0.7,-1.8,2.6,3.5,-1.4,-0.4,0.6,-0.1
COCCNC(=O)Cn1nc(-c2ccccc2F)ccc1=O,.,-2.1,1.0,0.3,16.3,-2.6,1.7,-0.2,0.3
CCC(=O)NC(NC(=S)Nc1c(C)n(C)n(-c2ccccc2)c1=O)C(Cl)(Cl)Cl (centres undefined),0.9,0.6,1.5,1.0,7.2,.,0.7,0.0,-0.2
COc1ccc(C2CC=C(C(C)=O)CN2S(=O)(=O)c2ccccc2)cc1 (centres undefined),.,.,0.1,-4.5,.,7.4,.,2.1,.
Cc1nc(SCC(=O)NC(=O)NCc2ccccc2)nc(C)c1C,-5.1,-1.4,3.2,-2.3,0.0,.,-0.2,.,0.7
O=[N+]([O-])c1cccc(CSc2nnc3ccccn23)c1,2.1,0.8,1.3,0.0,0.3,.,0.5,0.6,-0.1
CCOC(=O)C1CCN(C2=NC(=O)/C(=C/c3ccc(O)cc3)S2)CC1,4.3,6.6,-6.2,-2.1,13.6,-0.8,3.7,0.9,-1.1
COCCn1c(N)c(N(Cc2ccccc2)C(=O)c2cc3ccccc3o2)c(=O)[nH]c1=O,0.1,-8.8,7.0,0.0,4.6,.,0.6,0.8,-1.7
CC(=O)N1CCCC(C)(C(=O)Nc2cccc(OC(C)C)c2)C1 (centres undefined),.,-0.9,-0.8,-0.3,0.9,-1.0,.,1.5,i
Cc1cnccc1CN(C)C(=O)C1CCC(=O)N(Cc2ccccc2F)C1 (centres undefined),-0.3,-1.4,0.8,-4.4,7.8,1.5,0.8,2.7,i
CCOC(=O)/C(=C/c1ccc(OC(=O)c2ccccc2)cc1)C(C)=O,0.4,-1.0,4.5,-0.1,4.6,0.3,311.8*,.,-0.4
CCCCN1C(=O)/C(=C2/Sc3ccc(OC)cc3N2CC)SC1=S,2.6,-15.0,-3.5,-1.7,9.6,3.1,-1.5,.,-0.6
COc1ccc(N2CCN(C(=O)C3CCN(S(=O)(=O)c4ccccc4)CC3)CC2)cc1,0.4,7.6,2.1,-1.8,4.8,.,1.4,0.0,0.6
Cn1c(=O)[nH]c(=O)c2c1nc(CN1CCOCC1)n2Cc1ccccc1,-0.9,1.9,-0.9,-1.2,5.0,-0.1,-0.5,-1.8,-0.4

More results.
SMILES,UGM FP inh,Yp Topo-I inh,Mtb FBA inh,FadD28 binding,GDH-TPI inh,Mtb BioA inh,PfHsp40 rescue,TcdB inh,Vc quorum ag
O=C(Cc1ccc(F)cc1)N1CCN(c2ccc(F)cc2)CC1,-0.5,1.6,1.0,-0.9,-3.1,1.7,0.1,0.7,i
O=C(Nc1ccc(Cl)cc1)C1CCCN(S(=O)(=O)c2cnc[nH]2)C1 (centres undefined),0.2,-6.6,3.9,1.8,7.2,-0.4,-0.4,1.0,-0.2
O=C(Cn1cnc2c(OCc3ccccc3)ncnc21)N1CCN(c2ccccn2)CC1,-4.3,-0.6,8.6,-0.1,1.8,-1.1,2.4,0.4,-1.5
CCOC(=O)c1cnc2c(C#N)c(C)nn2c1-c1ccccc1,2.5,1.9,3.9,-2.7,3.3,-1.3,0.2,-4.2,0.2
O=C(NCc1ccco1)Nc1ccc([N+](=O)[O-])cc1,0.4,-11.3,-10.3,-0.6,10.4,-0.8,-1.1,1.6,0.2
CCOc1ccccc1NC(=O)CCCCCN1C(=O)[C@@H]2Cc3ccccc3CN2C1=O,-5.2,12.7,-0.6,1.6,-8.3,.,-1.1,0.4,i
CN(c1ccccc1)S(=O)(=O)c1cccc(NC(=O)C2=NN(c3ccccc3)C(=O)CC2)c1,4.0,-2.6,-1.6,-2.8,1.9,-0.4,0.7,1.4,-0.1
CC(C)N(Cc1ccccc1)C(=O)COC(=O)/C=C/c1cnc2ccccc2n1,0.4,22.2,-2.5,-8.8,17.0,.,0.9,1.4,1.8
C=CCN1C(=S)CC(c2ccccc2)=Nc2ccccc21,1.1,-0.3,2.3,-9.4,1.5,1.5,0.7,0.1,2.1
Cc1onc(-c2ccccc2)c1-c1csc(COc2ccccc2)n1,-3.4,-11.2,-4.8,-3.0,0.4,0.5,1.2,0.5,-0.6
CC(C)(C)OC(=O)N/N=C\c1cccnc1,-0.6,1.6,0.3,-1.7,0.0,.,0.6,1.0,-1.2
COc1ccc(S(=O)(=O)N2CCC(C(=O)NCc3ccccn3)CC2)cc1C,1.4,-3.9,4.9,0.1,14.3,1.7,-1.8,.,-0.6
CCc1cc(=O)oc2c(CNCc3c(F)cccc3Cl)c(O)ccc12,-2.3,1.9,+,-3.4,11.2,1.2,-0.3,1.6,-8.3
COc1cc(/C=C/C(=O)NC(=O)c2ccccc2O)ccc1OC(C)=O,1.9,-3.5,4.5,-0.2,24.5,-0.8,0.1,-0.5,-0.8
CC(C)NS(=O)(=O)c1ccc(OCC(=O)Nc2ccc(F)cc2)cc1,1.8,-2.5,4.5,0.9,4.5,.,-0.8,-0.1,-0.4

(continued)
SMILES,UGM FP inh,Yp Topo-I inh,Mtb FBA inh,FadD28 binding,GDH-TPI inh,Mtb BioA inh,PfHsp40 rescue,TcdB inh,Vc quorum ag
Cc1nc2ccc(N=NN(C)C)cc2[nH]1,-0.6,2.6,-1.5,-0.3,6.4,.,-0.5,0.2,-0.3
CC1(C)CCC(=NNC(N)=S)CC1,.,9.5,5.3,-2.5,13.3,0.7,-0.9,-2.5,i
COc1ccc(OC)c(NC(=O)C2CCCC2)c1,-2.8,-3.7,-2.9,-2.2,-1.5,-0.1,-0.4,.,i
COc1cccc(C(O)c2ncc(-c3cccc(C(F)(F)F)c3)[nH]2)c1 (centres undefined),.,5.2,0.6,-1.4,12.4,-0.2,.,1.9,-1.4
O=c1cc(O)c2sc3nc(-c4cccnc4)cc(C(F)(F)F)c3c2[nH]1,0.5,-0.6,2.9,-1.4,20.9,.,3.1,.,-0.3
CC1Cc2ccccc2N1C(=O)CO/N=C/c1ccccc1OC(F)F (centres undefined),0.8,40.1,-2.7,0.0,-2.7,.,-0.5,0.9,-0.2
COc1ccc([C@H]2C[C@H](O)[C@@H](n3cc(-c4ccc(F)cc4)nn3)CN2C(=O)c2cccs2)cc1,.,8.2,-1.7,-3.0,-5.2,-1.7,.,1.5,-0.4
CCN(CC(=O)Nc1c(F)cccc1F)C(=O)c1ccc(N2CCCC2=O)cc1,-0.8,-6.3,-0.5,-2.7,-2.9,.,-0.8,0.5,i
COc1ccccc1CN(C)C(=O)c1ccc(COc2ccccc2)cc1,-0.1,42.2,-0.2,-2.1,10.6,0.0,1.3,0.1,-7.8
CCCN(CC(=O)Nc1ccccc1C)C(=O)c1ccc(COc2ccccc2)cc1,-9.0,17.0,2.1,-3.4,2.4,-0.5,5.6,0.8,i
COc1ccc(CCn2c(N)cc(=O)[nH]c2=O)cc1OC,-0.4,-1.1,3.8,-0.1,4.4,.,-0.2,1.6,-0.3
CN(C)S(=O)(=O)c1cccc(NC(=S)N2CCCCC2CO)c1 (centres undefined),3.9,-1.2,1.2,-0.3,3.1,-1.9,-0.3,0.1,-0.3
Cc1ccccc1NC(=O)c1c(C)nc(SCC(=O)OCc2ccccc2)c(C#N)c1-c1ccc(F)cc1,-1.2,14.1,-0.2,-3.5,2.2,.,-1.0,4.4,-0.2
CCCCn1c(SCC(=O)N2CCC(C)CC2)nc2cc(S(N)(=O)=O)ccc21,1.4,9.1,3.6,-1.7,5.2,.,0.6,8.9,-0.5
NS(=O)(=O)c1ccc(NC(=O)CN2C(=O)c3ccccc3C2=O)cc1,-2.0,-5.1,1.4,-1.6,-2.6,.,0.0,1.5,-0.4

3 successive compounds already listed:
SMILES,UGM FP inh,Yp Topo-I inh,Mtb FBA inh,FadD28 binding,GDH-TPI inh,Mtb BioA inh,PfHsp40 rescue,TcdB inh,Vc quorum ag
CCCN(CC(=O)Nc1ccccc1C)C(=O)c1ccc(COc2ccccc2)cc1,-9.0,17.0,2.1,-3.4,2.4,-0.5,5.6,0.8,i
COc1ccc(CCn2c(N)cc(=O)[nH]c2=O)cc1OC,-0.4,-1.1,3.8,-0.1,4.4,.,-0.2,1.6,-0.3
CN(C)S(=O)(=O)c1cccc(NC(=S)N2CCCCC2CO)c1 (centres undefined),3.9,-1.2,1.2,-0.3,3.1,-1.9,-0.3,0.1,-0.3

Next entries:
SMILES,UGM FP inh,Yp Topo-I inh,Mtb FBA inh,FadD28 binding,GDH-TPI inh,Mtb BioA inh,PfHsp40 rescue,TcdB inh,Vc quorum ag
N#Cc1cccc(NC(=O)Cc2ccsc2)c1,1.8,5.9,-1.2,-1.8,-0.4,0.0,-1.8,0.0,i
CNc1ccc(Br)cc1C(O)c1ccccc1 (centres undefined),0.2,-15.7,-1.6,-1.6,-1.9,.,-1.4,0.4,i
CCN1CCN(c2nc(S(=O)(=O)c3ccc(C)cc3)c(Cl)s2)CC1,-0.4,15.4,2.5,0.0,-0.6,.,9.4,2.8,-0.4
CC(=O)NCC(=O)N(Cc1ccco1)C1(C(=O)NC2CCCC2)CCCCC1,-0.3,6.2,5.1,-3.3,0.0,0.3,0.1,1.3,0.2
COc1ccc(NC(=O)CC2C(=O)N(C)C(=S)N2CCc2ccccc2)cc1 (centres undefined),-1.0,3.2,-0.8,-4.2,4.9,1.8,0.3,.,-0.4
CCc1ccc(OC(=O)Nc2ccccc2)cc1,0.5,0.8,-2.6,-1.1,4.9,1.0,-1.3,1.9,i
